# From PubChem BioAssay
# PvdQ inh = P. aeruginosa PvdQ acylase inhibition | purified PvdQ acylase, fluorescence plate reader | inhibition, % at 10 µM | hit rate 0.063% among 340,000; in the data active means inhibition above about 30%, passing the limit was not always enough;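 further: 0% = vehicle neutral wells and 100% = reference inhibitor wells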
# Tat transport = E. coli Tat transport inhibition. E. coli MC4100 TorA-mCherry Tat export, fluorescence. inhibition, % at 10 µM. hit rate 0.036% among 340,000;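 active means mean replicate inhibition at least 50% and at least half of replicates individually reaching 50%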;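 further: exported cargo escapes ClpAP degradation while cytoplasmic cargo is degraded and loses fluorescence; 0% = median of neutral control wells and 100% = median of NaSCN control wells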
# Rtt109 Vps75 = inhibitors of Candida albicans Rtt109/Vps75 histone acetyltransferase; Q5AAJ8; purified Rtt109/Vps75, ThioGlo CoA-SH fluorescence, 4 h; AID 540336; inhibition, % at 34.9 µM; hit rate 0.16% among 330,000;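 active means inhibition of at least 50% in every replicate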
# Target sequence (Q5AAJ8 whole entry, looked up): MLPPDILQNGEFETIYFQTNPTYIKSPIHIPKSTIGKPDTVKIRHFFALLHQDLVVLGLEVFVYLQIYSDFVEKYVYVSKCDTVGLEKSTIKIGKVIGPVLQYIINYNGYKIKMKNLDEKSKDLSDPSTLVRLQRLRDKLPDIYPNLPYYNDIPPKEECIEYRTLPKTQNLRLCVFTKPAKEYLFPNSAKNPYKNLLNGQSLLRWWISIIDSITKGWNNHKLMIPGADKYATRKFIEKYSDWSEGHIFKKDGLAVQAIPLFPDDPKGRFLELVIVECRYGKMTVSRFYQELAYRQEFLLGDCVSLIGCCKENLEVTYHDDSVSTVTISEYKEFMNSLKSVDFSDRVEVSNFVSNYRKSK
# DAGLB inh = blocks human DAGLB lipase activity; HEK293T DAGLB membrane lysate, EnzChek fluorogenic substrate; inhibition, % at 5.17 µM; hit rate 0.059% among 340,000; AID 504411; in the data active means inhibition above about 34%;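 further: 0% = enzyme with vehicle and 100% = wells lacking enzyme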
# Target sequence (Q8NCG7 whole entry, looked up): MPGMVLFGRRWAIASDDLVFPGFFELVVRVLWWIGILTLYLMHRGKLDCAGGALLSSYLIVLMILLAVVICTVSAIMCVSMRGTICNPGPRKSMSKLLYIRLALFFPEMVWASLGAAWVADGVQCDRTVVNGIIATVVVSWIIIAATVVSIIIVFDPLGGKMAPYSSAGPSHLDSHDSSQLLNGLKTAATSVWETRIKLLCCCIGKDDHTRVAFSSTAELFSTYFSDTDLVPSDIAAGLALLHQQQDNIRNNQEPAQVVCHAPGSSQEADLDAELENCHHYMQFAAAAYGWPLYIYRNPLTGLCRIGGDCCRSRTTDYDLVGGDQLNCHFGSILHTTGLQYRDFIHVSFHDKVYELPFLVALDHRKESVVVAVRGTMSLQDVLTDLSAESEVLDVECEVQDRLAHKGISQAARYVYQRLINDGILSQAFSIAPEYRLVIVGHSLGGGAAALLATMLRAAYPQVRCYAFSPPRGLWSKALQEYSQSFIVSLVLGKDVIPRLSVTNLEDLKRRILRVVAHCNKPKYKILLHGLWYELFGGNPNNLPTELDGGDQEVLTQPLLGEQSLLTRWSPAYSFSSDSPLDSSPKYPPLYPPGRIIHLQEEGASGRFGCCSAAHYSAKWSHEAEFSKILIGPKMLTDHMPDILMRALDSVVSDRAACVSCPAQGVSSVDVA
# phage Ecoli inh = E. coli growth loss with phage present | growth absorbance | inhibition, % at 11.9 µM | hit rate 0.26% among 360,000 | AID 651602; in the data active means inhibition above about 11%
# PfHsp90 set2 = inhibits growth of yeast expressing Plasmodium falciparum Hsp90 | AID 504621 | inhibition, % at 9.4 µM | hit rate 0.32% among 310,000 | S. cerevisiae expressing PfHsp90, BacTiter-Glo ATP, 48 h; yeast lacking PDR1 and PDR3 efflux regulators;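 active means every replicate shows inhibition above about 80%, whatever the replicate mean, limit read from the data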;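 further: 0% = DMSO neutral controls and 100% = 20 µM radicicol positive controls; yeast relying on Plasmodium falciparum Hsp90 in place of its own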
# AddAB inh = less growth of phage-infected E. coli with AddAB | E. coli expressing H. pylori AddAB, absorbance growth | inhibition, % at 11.9 µM | hit rate 0.29% among 330,000 | AID 435030; in the data active means inhibition above about 12%;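 further: 0% = vehicle wells of infected cells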
# Ecoli viability = bacterial growth inhibition, counter-screen for AddAB inhibitors. E. coli V3065 growth, OD600 absorbance, 18 h. hit rate 0.27% among 330,000. inhibition, % at 11.9 µM;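 active means inhibition above the campaign's mean inhibition across all tested compounds plus 3 SD, cut at about 9.9% in these data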;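 further: uninfected addAB+ strain grown without phage in ampicillin broth; 0% = DMSO wells and 100% = ciprofloxacin 0.95 µg/ml wells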
# Wnt bcat act = Wnt/beta-catenin pathway activation | Wnt/beta-catenin reporter cell assay, activator, plate reader | activation, % at 9.35 µM | hit rate 1.2% among 300,000; in the data active means activation above about 30%, passing the limit was not always enough;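 further: 0% = neutral control wells and 100% = positive control wells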
# CAL PDZ inh = blocks peptide binding to human CAL PDZ domain | purified CAL PDZ, TMR-peptide fluorescence polarization, 1 h | inhibition, % at 20 µM | hit rate 0.02% among 330,000 | AID 504414;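 active means highest replicate inhibition of at least 40%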;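 further: plate controls were DMSO neutral control wells for no effect and unlabeled competitor peptide control wells for full effect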
#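 Test system: tagged CAL PDZ domain / Buffer or medium: sodium phosphate/NaCl buffer pH 7.4 with TCEP, IgG, Thesit / Reagent: TMR-labelled reporter peptide T*-PRC34 bound in PDZ groove / Compound dosing: single point, 20 µM / Schedule: 1 h incubation at room temperature before polarization reading / Technique: fluorescence polarization (mP) / Benchmarks: unlabelled peptide, DMSO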
# * marks the source's active call; other numbers are inactive results; . = not tested or not shown.
# Values run as follows: PvdQ inh	Tat transport	Rtt109 Vps75	DAGLB inh	phage Ecoli inh	PfHsp90 set2	AddAB inh	Ecoli viability	Wnt bcat act	CAL PDZ inh
> CCOC(=O)C1CCN(C(=O)COc2ccc(N(C)S(=O)(=O)c3ccc(OCC)cc3)cc2)CC1
    -13	5	6	-1	-0.3	6	-0.3	0.2	2	-1.5
> O=C(NCCCCc1ccccc1)C1CC(c2cccc([N+](=O)[O-])c2)=NO1 (stereo unspecified)
    -1	-1	3	6	2.8	-25	1.5	0.7	1	-0.9
> COC(=O)Nc1ccc(C)c2nsnc12
    -4	0	-28	0	2.2	-17	0.2	-0.2	.	0.8
> CCCc1cc(C(=O)NCCc2ccc(OC)c(OC)c2)no1
    -13	-8	16	-1	1.4	6	0.7	-0.3	1	0.4
> COC(=O)c1ccc(C2CC(=O)NC3=C2C(=O)CCC3)cc1 (stereo unspecified)
    -2	-3	6	1	-0.2	20	1.7	1.9	.	-0.4
> CC(C)C(NC(=O)C1CCCCC1)C(=O)NC1=NCCS1 (stereo unspecified)
    -12	1	4	-1	-0.2	0	-1.2	-1.9	.	-0.6
> COc1ccc(/C=N/Nc2nnc(Cc3ccccc3)c(=O)[nH]2)cc1OC
    -4	-1	5	2	-1.7	14	0.0	0.2	10	-3.6
> CCC(C)c1ccc(N(CC(=O)NC(C)(C)C)C(=O)CNC(=O)c2cccs2)cc1 (stereo unspecified)
    -16	4	1	-3	2.2	-1	-1.1	-0.8	-2	-1.0
> COc1ccccc1NC(=O)C[n+]1ccccc1C
    -3	8	0	0	2.8	16	.	.	1	-0.6
> O=[N+]([O-])c1nn(-c2ccc(Cl)cc2)n(O)c1=NCc1ccccc1Cl
    19	20	7	0	1.1	-91	4.3	-0.9	12	-3.6
> CCCNc1c(F)c(F)c2c(C)c3ccccc3nc2c1F
    -16	2	15	-9	1.4	-31	2.4	-1.9	.	-0.3
> Nc1ccccc1N=c1ssnc1Cl
    -18	-7	17	-1	0.8	6	.	.	6	-2.7
> CC1CCN(c2ccccc2NC(=S)NC(=O)C(C)(C)C)CC1
    -16	0	-6	-18	5.7	2	-0.7	-0.2	-3	0.3
> CC1(c2ccc([N+](=O)[O-])cc2)NC(=O)N(CC(=O)Nc2ccc(N3CCCCC3)cc2)C1=O (stereo unspecified)
    -2	-15	7	3	4.9	.	-0.3	-0.2	-1	-1.4
> CCC(=O)NCC(c1cccs1)S(=O)(=O)c1ccc(C)cc1 (stereo unspecified)
    -10	-4	2	-1	-1.7	-42	1.7	2.5	-1	-1.1
> O=C(c1ccccc1)n1c(=O)c(F)cn(COCCBr)c1=O
    -12	7	-1	0	3.6	10	5.7	3.6	7	-0.8
> CCCCCCC(C)NC(=S)Nc1cc(S(=O)(=O)N(C)C)ccc1C (stereo unspecified)
    9	-10	-1	8	-0.7	.	5.2	0.9	.	-1.3
> COC(=O)c1ccc(NC(=S)NNC(=O)c2ccccc2)cc1
    -4	14	5	1	-1.8	-44	-6.1	-4.5	2	-1.1
> O=C(Cn1cnc([N+](=O)[O-])n1)NCCO
    -7	-7	-12	-8	3.6	-20	2.7	2.1	-3	0.4
> CN(C)C(=O)Cn1nc(-c2ccccc2)c2ccccc2c1=O
    0	3	-10	0	2.8	-7	1.6	-1.1	-2	-2.1
> O=C1ON=C(c2ccccc2[N+](=O)[O-])/C1=C/c1cccc([N+](=O)[O-])c1O
    -13	0	2	2	1.5	16	3.5	-0.5	-2	1.0
> CCN(C(=O)COC(=O)/C=C/c1ccc2c(c1)OCO2)c1c(N)n(Cc2ccccc2)c(=O)[nH]c1=O
    -14	-8	1	0	0.5	-12	.	.	0	0.5
> CCOC(=O)C1=C(CSc2n[nH]c(N)n2)NC(=O)NC1C (stereo unspecified)
    -3	2	-1	0	3.0	17	-1.6	1.4	.	-0.6
> Cc1ccc(NC(=O)c2ccc(F)cc2F)cc1
    -3	-1	2	-2	1.7	9	2.9	3.6	46*	0.4
> CCOc1ccc(NC(=O)NCC2CCN(c3ccc(OC)cc3)C2)cc1 (stereo unspecified)
    -22	-10	2	2	3.1	12	-1.0	-1.3	.	0.1
> Cc1ccnn1-c1ccc(C(=O)OCC(=O)Nc2ccc(F)cc2)cc1
    0	-11	-5	-2	0.1	.	.	.	12	-0.5
> Cc1cc(=O)n(C)c(=O)n1CCCCCOc1cccc([N+](=O)[O-])c1
    -9	-3	-5	1	4.3	-1	1.7	3.2	-7	-1.1
> CC1(C)CC(=O)C(C=NCCN2CCN(CC(=O)Nc3ccc(F)cc3)CC2)=C(O)C1
    -12	-2	1	1	2.0	0	-0.2	-1.1	0	-1.0
> CC(C)C[C@@H](CC#N)N1CCN(Cc2ccccc2)CCC1=O
    1	-3	-3	-2	1.0	-6	3.6	0.8	0	-1.4
> CCOC(=O)c1ccc(C(=O)NNC(=O)C2CC=CCC2)cc1 (stereo unspecified)
    .	.	.	.	2.3	.	0.3	2.5	2	.
> Cc1ccc(OCC(O)CN2CC3(C)CC2CC(C)(C)C3)cc1 (stereo unspecified)
    -17	2	6	-3	3.0	23	1.9	0.4	-4	-2.2
> Cc1ccc2cc3cc(C(=O)NCCCN4CCCC4)oc3nc2c1
    8	-6	19	0	3.1	-2	1.9	0.5	0	-2.4
> COc1ccc(NC(=O)Nc2ccc(N3CCOCC3)c3nonc23)c(OC)c1
    -19	2	6	6	2.9	-3	0.2	-0.8	-1	0.5
> O=C(NC(=O)c1ccccc1)Nc1ccccc1O
    0	-4	.	-3	-0.9	2	-3.6	-1.2	40*	0.9
> CCC(Sc1nc(=O)cc(N)n1CCc1ccccc1)C(=O)Nc1ccccc1C#N (stereo unspecified)
    9	-2	3	0	-0.8	3	0.6	0.7	.	0.6
> COc1ccc(C(=O)O)cc1S(=O)(=O)Nc1cc(Cl)ccc1N1CCOCC1
    -11	1	-2	-2	0.3	-7	-0.9	0.0	1	-1.6
> Cc1ccsc1C(=O)Nc1n[nH]c(C(F)(F)F)n1
    -20	1	7	-1	-1.4	1	2.9	2.7	0	-5.4
> Cc1cc(C)c(C)c(S(=O)(=O)NC(C(=O)O)C(C)C)c1C (stereo unspecified)
    -6	-9	-4	-1	2.0	-3	0.3	0.3	0	-0.2
> CSc1ccccc1NC(=O)Cn1nnc(-c2ccc(S(C)(=O)=O)cc2)n1
    -9	-9	-3	-2	3.6	2	3.2	-0.6	-2	-0.8
> O=C(CCNS(=O)(=O)c1ccccc1C(F)(F)F)NCCCc1ccccc1
    -5	-5	-6	0	1.1	-2	0.3	-0.5	-6	-1.3
> O=C(CSC(=S)N1CCOCC1)Nc1ccc(S(=O)(=O)Nc2ncccn2)cc1
    -5	-3	-3	2	3.0	-11	6.4	1.6	-1	1.3
> COC(=O)c1ccc2c(C)c(C(C)(C)O)[nH]c2c1
    -56	-7	0	4	0.3	-15	2.1	2.1	1	0.2
> CC1CN(Cc2nc3c(c(=O)n(C)c(=O)n3C)n2CCN2CCOCC2)CC(C)O1 (stereo unspecified)
    -7	-3	.	0	1.6	9	.	.	-2	-3.6
> N/C(=N\S(=O)(=O)c1ccc(Cl)s1)c1ccccc1
    5	-3	2	2	3.5	-5	1.6	1.4	0	-1.3
> Cc1ccc(CCNC(=O)C2CCN(S(=O)(=O)N3CCOCC3)CC2)cc1
    -2	-6	-18	-1	0.7	30	2.0	0.2	-1	0.4
> CC1CCCCC1NC(=O)/C(C#N)=C/c1ccc(OCC(N)=O)cc1 (stereo unspecified)
    -2	16	0	4	3.9	25	0.0	1.6	-1	-1.2
> N#CC1(NC(=O)COc2ccc3oc4ccccc4c3c2)CCCCC1
    -12	-2	-1	-1	3.5	-15	2.9	-0.2	1	-0.5
> N#CCCN1CCN(Cc2cc(-c3ccccc3)ccc2O)CC1
    -3	-3	-7	-1	4.8	.	0.7	0.4	.	.
> COc1ccc(NC(=S)N2CCCCC2c2cccnc2)cc1 (stereo unspecified)
    -8	-5	-5	-4	1.9	-24	-2.5	0.8	3	-1.5
> CC1=C(C(=O)OCC(Cl)(Cl)Cl)N2C(=O)C(NC(=O)Cc3ccccc3)C2SC1 (stereo unspecified)
    10	13	1	-2	2.5	-9	-0.2	1.4	3	0.7
> COc1ccc(/C=C(\NC(=O)c2ccc([N+](=O)[O-])cc2)C(=O)NCCCn2ccnc2)cc1
    -13	4	-1	-2	0.0	-10	4.6	0.2	4	-3.1
> CN(CC(=O)Nc1ccc(N2CCOCC2)cc1)C(=O)CCc1cc(C(C)(C)C)c(O)c(C(C)(C)C)c1
    -2	4	8	-1	0.5	-28	2.7	0.6	1	-0.8
> CCOC(=O)c1c(-c2cccs2)csc1NC(=O)CCCC(=O)O
    -14	-9	-3	0	3.8	15	0.9	0.3	0	-1.8
> CC1CC1C(=O)OCC(=O)NC(=O)NCc1ccco1 (stereo unspecified)
    -19	-1	0	-3	0.5	3	-0.5	-1.2	-3	-1.6
> CC(=O)Nc1c(C(=O)N2CCN(c3ccccn3)CC2)cnn1-c1ccc(C)cc1
    -8	-5	-11	0	2.3	11	1.5	0.0	.	0.2
> O=C(Cn1cncn1)c1ccccc1Br
    -13	0	5	-1	0.7	12	0.4	1.2	2	1.4
> CCOC(=O)C(NC(=O)c1ccccc1Cl)(Nc1sc2c(c1C(N)=O)CCC2)C(F)(F)F (stereo unspecified)
    -4	-6	0	-2	8.1	-10	.	.	1	-1.6
> CC1COc2ccccc2N1S(=O)(=O)c1cc(Cl)ccc1Cl (stereo unspecified)
    -11	7	-9	-7	5.2	41	-1.4	-2.2	2	-1.9
> COCCNC(=O)/C(C#N)=C/c1c(N2CCN(c3ccccc3)CC2)nc2ccccn2c1=O
    -10	3	-1	2	0.6	-52	-0.1	-2.6	1	1.7
> COc1cc(O)c(C(CCN2CCN(c3ccccc3)CC2)c2ccc(N(C)C)cc2)c(OC)c1 (stereo unspecified)
    -11	11	-4	0	1.6	-2	0.3	-4.5	-3	-1.4

# Some of these compounds in order of length of the SMILES, high to low.
# Values run as follows: PvdQ inh	Tat transport	Rtt109 Vps75	DAGLB inh	phage Ecoli inh	PfHsp90 set2	AddAB inh	Ecoli viability	Wnt bcat act	CAL PDZ inh
> COCCNC(=O)/C(C#N)=C/c1c(N2CCN(c3ccccc3)CC2)nc2ccccn2c1=O
    -10	3	-1	2	0.6	-52	-0.1	-2.6	1	1.7
> CCOC(=O)c1c(-c2cccs2)csc1NC(=O)CCCC(=O)O
    -14	-9	-3	0	3.8	15	0.9	0.3	0	-1.8
> CC1COc2ccccc2N1S(=O)(=O)c1cc(Cl)ccc1Cl (stereo unspecified)
    -11	7	-9	-7	5.2	41	-1.4	-2.2	2	-1.9

# Other compounds follow:
# Values run as follows: PvdQ inh	Tat transport	Rtt109 Vps75	DAGLB inh	phage Ecoli inh	PfHsp90 set2	AddAB inh	Ecoli viability	Wnt bcat act	CAL PDZ inh
> CCN(CC)S(=O)(=O)c1ccc(S(=O)(=O)Nc2cc3c(cc2C(C)=O)OCO3)cc1
    4	12	-3	-2	1.6	.	3.4	2.0	-1	-0.7
> Cc1cc(/C=C2/C(=O)NN(c3ccccc3)C2=O)c(C)n1-c1ccc(O)cc1
    -3	4	8	15	1.2	-13	0.7	-1.7	1	-1.1
> NC(=O)CSc1nnc(-c2ccccn2)n1Cc1ccco1
    -22	1	-1	-1	-15	1	-0.5	2.5	2	-0.5
> O=c1c2c3c(sc2ncn1/N=C/c1ccc(Br)o1)CCCC3
    -3	7	-1	-6	0.5	-15	-1.5	-1.6	.	0.2
> CCN1C(=O)[C@H]2[C@@H](c3ccc(-c4ccccc4)cc3)N3CCC[C@@]3(C(=O)OC)[C@H]2C1=O
    10	12	5	-16	0.6	18	-2.4	-0.7	1	-0.6
